sdo1 growth = restores growth of sdo1-depleted yeast; z-score at 10 µM; S. cerevisiae sdo1-depleted JHY4D growth rescue, OD600 30 h; active compounds read high; pdr5 snq2 efflux-pump mutant strain; AID 817; 0.21% of 140,000 active;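 active means z-score above 3 at both the 24 hr and the 30 hr optical density reads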;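 further: z-score against mean and SD of all compound wells on the same plate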
INS promoter inh = TRM-6 insulin promoter activity inhibition; TRM-6 cells (human fetal islet line), insulin promoter-eGFP reporter, imaging; reporter expression induced with tamoxifen; 0.9% of 130,000 active; inhibition, % at 2 µM;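 active means inhibition above the mean plus 3 SD, with well images judged a real hit on visual review, cut at about 60% in these data, passing the limit was not always enough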
sdo1 growth Rescue 24 h = also measured in sdo1 growth; calls as there; z-score; S. cerevisiae sdo1-depleted JHY4D growth rescue, OD600; measured here: growth rescue at 24 h;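 0 is the plate mean of compound wells and units are plate SD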
* marks the source's active call; other numbers are inactive results; i = inactive; nt = not tested or not shown; [ ] = another dose, or the depositor's remark. Only part of the results is shown, so the mix of outcomes need not match the whole.

Below each SMILES: sdo1 growth, sdo1 growth Rescue 24 h, INS promoter inh
> COc1ccc(NC(=O)CSC2CC(=O)N(c3ccc4c(c3)OCCO4)C2=O)cc1 (stereo not given)
    1.2, 0.81, 19
> O=C(c1ccc2snnc2c1)N1CCOCC1
    0.28, -0.54, -26
> Cc1ccc(S(=O)(=O)Nc2nc(C)c(C(=O)Nc3ccccc3)s2)cc1
    0.12, -0.35, 7
> COc1ccc(CCNC(=S)Nc2cccc3ccccc23)cc1
    -0.76, -0.09, -21
> N#CC1=C(N)N(c2ccccc2)C2=C(C(=O)CCC2)C1c1ccccc1 (stereo not given)
    0.2, -0.11, 25
> COc1cccc(-n2cnc3cccc(N)c32)c1
    -0.12, -0.9, nt
> CCOC(=O)c1cn2c(C)cccc2n1
    nt, nt, 13
> O=C(O)CCCN1C(=O)NC2NC(=O)NC21 (stereo not given)
    -0.13, -0.3, 38
> O=C(/C=C/c1ccc(OC(F)F)cc1)OCC(=O)N1CCN(C(=O)c2ccco2)CC1
    0.25, -0.34, 13
> CC(C)(C)C(=O)N1CCC(O)(CS(=O)(=O)c2ccc(Cl)c(Cl)c2)CC1
    nt, nt, 22
> CC(C)=C(NC(=O)c1ccco1)C(=O)NCCc1nc2ccccc2[nH]1
    0.15, -0.05, nt
> CC(=O)Nc1scc(-c2ccccc2)[n+]1-c1ccc(C)cc1
    nt, nt, 0
> C=CCn1c(CSCc2ccccc2)nnc1SCC(=O)N1CCN(c2ccccc2)CC1
    -0.61, -0.47, nt
> CCCC(=O)NCCc1cc2ccc(C)c(C)c2[nH]c1=O
    -0.24, -0.45, nt
> CCC[C@@H]1C[C@@]1(CCC)[C@@H](NC(=O)c1ccccc1)c1ccc(C(=O)OC)cc1
    -0.73, -0.25, -10

Following part:
Below each SMILES: sdo1 growth, sdo1 growth Rescue 24 h, INS promoter inh
> CCCOCCOC(=O)C1=C(C)NC(=O)NC1c1cc(Cl)c(O)c(OC)c1 (stereo not given)
    -0.06, -0.48, nt
> CCOC(=O)c1ccc(NC(=O)CSc2nnc(C3CCCCC3)n2C)cc1
    -0.14, 0.65, -95
> O=c1[nH]c2cnccc2n1-c1ccccc1
    0.91, 1, nt
> O=C(NC(=S)Nc1ccccc1N1CCOCC1)c1ccc(-c2cccc(Cl)c2)o1
    -0.05, 0.15, nt
> CCC(C)(C)n1nnnc1C(c1ccc(Cl)cc1)N1CCN(C)CC1 (stereo not given)
    0.26, 0.02, nt
> O=C(CSc1nc2cc(Cl)ccc2c(=O)n1Cc1ccco1)Nc1ccc(S(=O)(=O)N2CCOCC2)cc1
    -0.07, 0.59, -77
> C/C(N)=C(/C#N)C(=O)COc1ncnc2ccccc12
    -0.17[13.8 µM], -0.76, nt
> Cc1ccc(NC(=O)COc2ccc(Br)cc2C)cc1
    -1.6, -1.3, 32
> COc1cccc(N2CCN(C(=O)c3ccc(=O)oc3)CC2C)c1 (stereo not given)
    1.1, 0.95, nt
> CC(NC(=O)c1noc2c1CCCCC2)c1ccccc1 (stereo not given)
    0.26, 0.63, nt
> CC(=O)c1cc(-c2ccccc2)n(CCC(=O)NC(C)(C)C)c1C
    nt, nt, -8
> CCNC(=O)Nc1nc2ccccc2s1
    nt, nt, 33
> C/C(=N\NC(=O)C1COc2ccccc2O1)c1ccccn1 (stereo not given)
    -1.8, -1.5, nt
> Nc1c(C(=O)NCC2CCCO2)sc(=S)n1-c1ccccc1 (stereo not given)
    2.1, 1.8, 6
> COc1ccc(N2C(=O)CC(Sc3nnc(-c4ccccc4)o3)C2=O)cc1 (stereo not given)
    -0.19, 0.27, 11

The results go on:
Below each SMILES: sdo1 growth, sdo1 growth Rescue 24 h, INS promoter inh
> COc1cc(/C=N/NC(=S)Nc2cccc(Cl)c2C)ccc1OCC(=O)N1CC(C)OC(C)C1 (stereo not given)
    0.32, 0.54, 33
> CN(C)c1ccc(NC(=O)c2ccc3nsnc3c2)cc1
    0.85, 0.03, 14
> OCCN(CCO)CC(O)COc1ccc2c(c1)OCO2 (stereo not given)
    -0.44, -0.96, -24
> COc1ccc(OCC(=O)Nc2cccc(NC(=O)COc3ccc(OC)cc3)n2)cc1
    3.1*, 5.2*, -50
> CC1(C)N=C(N)NC(Nc2ccccc2Cl)=N1
    nt, nt, 25
> COc1ccccc1C(=O)O/N=C(\c1ccccc1)c1ccncc1
    nt, nt, 29
> Cc1ccc(C(=O)Nc2nc(=O)n(C(=O)c3ccccc3C)s2)cc1
    0.11, 0.37, -26
> Cc1nc(C)c(C(=O)Nc2ccc(Oc3ccccc3)cc2)o1
    0.6, 0.93, -38
> Cn1c(=O)c2nc(-c3ccc(Cl)cc3Cl)oc2c2ccccc21
    -2.5, -1.4, nt
> O=C(Cn1cnc([N+](=O)[O-])c1)NC1CCCC1
    0.51, -0.21, 57
> CNC(=S)N/N=C/c1c(C)nn(-c2ccccc2)c1Cl
    -1.8, -0.92, 6
> CC1=CC(C)(C)N(C(=O)CSc2ncn[nH]2)c2ccc(C)cc21
    -0.88, -1, -9
> S=c1[nH]nc(-c2ccc(Cl)cc2)n1CC1CCCO1 (stereo not given)
    -0.19, -0.98, 25
> CCOc1cc2[nH]c(=O)n(CCCC(=O)NCc3ccco3)c(=O)c2cc1OCC
    1.2, 0.53, nt
> CC(=O)OC(C(=O)NC1CCCCC1)c1ccc(C#N)cc1 (stereo not given)
    0.62, 0.11, -14

(cont.)
Below each SMILES: sdo1 growth, sdo1 growth Rescue 24 h, INS promoter inh
> CCOC(=O)c1cc2c(ccn2C)n1CC(=O)N(Cc1ccccc1)c1ccc(F)cc1
    -1.1, -1.1, -27
> COCCn1c(SC)nnc1-c1c[nH]c2ccccc12
    0.82, 0.98, nt
> COC(=O)C1=C(C)N(c2ccc(C)cc2)/C(=C/c2cccs2)C1=O
    -1.1, -0.6, 26
> COc1ccc(-n2c(C)cc(C(=O)CN3C(=O)C(=O)N(Cc4ccccc4)C3=O)c2C)cc1
    nt, nt, 8
> Cc1cc(C)nc(/N=C(\N)Nc2ccc([N+](=O)[O-])cc2)n1
    1.2, 0.94, -21
> c1ccc2[nH]c(CSc3nnc(-c4ccncc4)o3)nc2c1
    0.67, 1.3, -22
> CCN1CCN(c2nc3c(C)cccn3c(=O)c2/C=C(\C#N)S(=O)(=O)c2ccccc2)CC1
    0.33, -0.16, 4
> CN(C)c1ccc(/C=N/NC(N)=S)cc1[N+](=O)[O-]
    nt, nt, -21
> Cc1nc(NC(N)=S)sc1C(=O)Nc1ccccc1
    1.2, 1.1, 14
> CCOC(=O)c1ccc(NC(=O)NCc2ccn(CC)n2)cc1
    0.87, 0.94, 54
> CC1CCN(c2ccccc2NC(=O)c2ccc(F)cc2)CC1
    -0.65, -0.22, -34
> Cc1c(/C=N/NC(=O)c2cccnc2)c2ccccc2n1Cc1ccccc1
    nt, nt, i
> CC(=NCCCN(C)C)C1=C(O)c2ccccc2C1=O
    1.4, 1.5, 6
> C1CCC2(CC1)C1=C(CCCC1)Nc1nnnn12
    -1.5, -1.2, 16
> CN(CCC#N)S(=O)(=O)c1ccc2c(c1)c(=O)n(C)c(=O)n2C
    2.1, 2, -69

(cont.)
Below each SMILES: sdo1 growth, sdo1 growth Rescue 24 h, INS promoter inh
> N#Cc1ccc(CSc2ncnc3c2cnn3Cc2ccccc2)cc1
    -1, -0.64, nt
> O=C(NCc1ccco1)C(c1cccnc1)N(C(=O)Cn1nnc2ccccc21)c1ccc(F)cc1 (stereo not given)
    0.83, 1.1, -11
> CC(=O)c1cccc(NC2c3ncccc3C(=O)N2Cc2ccco2)c1 (stereo not given)
    0.14, 0.14, -14
> Cc1ccc(NC(=O)N2Cc3ccccc3CC2C(=O)NC(C)(C)C)cc1 (stereo not given)
    -0.91, -0.53, 45
> Cc1ccc(-c2noc(CSc3nnc(-c4ccccc4)n3C)n2)cc1
    -1.2, -1.1, 8
> CNC1=C(N(C(C)=O)c2ccc(Br)cc2)C(=O)c2ccccc2C1=O
    -0.92, -0.51, nt
> COC(=O)c1ccccc1NC(=O)c1cncc(Br)c1
    0.32, 0.44, -91
> COc1cccc(S(=O)(=O)Nc2cccnc2)c1
    0.81, 1.6, -67
> COc1ccc(/C=C(/NC(=O)c2ccccc2)C(=O)N/N=C/c2ccncc2)cc1
    0.72, -0.1, 21
> O=C(O)CCC(=O)N1CCc2cc(S(=O)(=O)NC3CCCc4ccccc43)ccc21 (stereo not given)
    0.25, -0.3, nt
> Cc1cc(C)n(-c2c(F)c(F)c(CN3CCOCC3)c(F)c2F)n1
    1.1, 1.2, nt
> COC(=O)c1ccc(C2/C(=C(\O)c3ccc4c(c3)OCCO4)C(=O)C(=O)N2CCCN(C)C)cc1 (stereo not given)
    1.1, 1.9, 17
> Clc1ccc(C2=CSC3=NCCN23)cc1Cl
    -1.1, -1.4, -3
> O=C(CCc1nc2ccccc2c(=O)[nH]1)Nc1ccc(Cl)c(Cl)c1
    -0.43, -1.1, 7
> COc1ccc(C(=O)Nc2ccccc2C(=O)NC(Cc2ccc(O)cc2)C(=O)NNC(=O)c2ccccc2Cl)cc1 (stereo not given)
    -0.4, -0.73, 8

Of the compounds above, three have a nitro group on carbon.
Below each SMILES: sdo1 growth, sdo1 growth Rescue 24 h, INS promoter inh
> O=C(Cn1cnc([N+](=O)[O-])c1)NC1CCCC1
    0.51, -0.21, 57
> Cc1cc(C)nc(/N=C(\N)Nc2ccc([N+](=O)[O-])cc2)n1
    1.2, 0.94, -21
> CN(C)c1ccc(/C=N/NC(N)=S)cc1[N+](=O)[O-]
    nt, nt, -21

Following part.
Below each SMILES: sdo1 growth, sdo1 growth Rescue 24 h, INS promoter inh
> O=C(OCc1nc2ccccc2s1)c1ccc(Br)s1
    0.29, 0.04, 62
> CNS(=O)(=O)c1ccc(N2CCCC2=O)c([N+](=O)[O-])c1
    0.34, -0.07, 8
> CCS(=O)(=O)N1CCC(NC(=O)c2cc(OC)cc(OC)c2)CC1
    0.88, 1.1, 0
> COC(=O)C1CCN(c2ccc(C(N)=O)cc2[N+](=O)[O-])CC1
    1.5, 1.7, nt
> Cc1ccccc1NC(=O)CC1(c2ccc(N(C)C)cc2)C(=O)c2ccccc2C1=O
    -0.12, -0.93, 16
> CCOc1ccc(Cc2c(Cl)nc(SC)nc2N(C)C)cc1
    -0.52, -0.87, nt
> COc1cc(C(=O)N(CCc2ccccc2)C2CC3CCC(C2)N3C)cc(OC)c1OC (stereo not given)
    1.7, 1.6, nt
> CCOc1ccc(NC(=O)C2CSC(c3ccncc3)=N2)cc1 (stereo not given)
    0.32, -1, -45
> O=C(Nc1ccc(C(O)(C(F)(F)F)C(F)(F)F)cc1)c1ccc(Cl)c([N+](=O)[O-])c1
    -1.5, -0.72, 55
> O=C(CS(=O)(=O)c1ccccc1)NCc1ccco1
    nt, nt, -27
> CSCCC(NC(=O)c1cncc(Br)c1)C(=O)O (stereo not given)
    0.99, 0.98, -20
> CN(CCC#N)C(=O)COC(=O)c1ccccc1C(=O)c1ccc(Cl)c([N+](=O)[O-])c1
    nt, nt, -114
> CCOc1cc(/C=C(/C#N)c2ccc(F)cc2)ccc1OCc1ccc(C(=O)O)o1
    0.63, -1.5, -226
> COc1ccc(N2C(=O)CCC(C(=O)O)C2c2ccc(OC)c(OC)c2)cc1 (stereo not given)
    0.53, 0.83, -57
> CCN(CC)CCNC(=S)Nc1ccc2nc3n(c(=O)c2c1)CCCCC3
    nt, nt, 13

Pulled by compound from above (four):
Below each SMILES: sdo1 growth, sdo1 growth Rescue 24 h, INS promoter inh
> COC(=O)C1CCN(c2ccc(C(N)=O)cc2[N+](=O)[O-])CC1
    1.5, 1.7, nt
> COc1cc(C(=O)N(CCc2ccccc2)C2CC3CCC(C2)N3C)cc(OC)c1OC (stereo not given)
    1.7, 1.6, nt
> Cc1ccccc1NC(=O)CC1(c2ccc(N(C)C)cc2)C(=O)c2ccccc2C1=O
    -0.12, -0.93, 16
> CN(CCC#N)C(=O)COC(=O)c1ccccc1C(=O)c1ccc(Cl)c([N+](=O)[O-])c1
    nt, nt, -114

(cont.)
Below each SMILES: sdo1 growth, sdo1 growth Rescue 24 h, INS promoter inh
> Cc1cc(C)cc(NC(=O)C2(c3ccccc3)CC2(Cl)Cl)c1 (stereo not given)
    -1.1, -0.52, -34
> CCCn1c(SCC(=O)/C(C#N)=C(\C)N)n[nH]c1=O
    0.56, -0.86, nt
> CC1=C(C(=O)OC(C)C)C(c2cccc([N+](=O)[O-])c2)n2c(cc(=O)[nH]c2=S)N1 (stereo not given)
    0.59, 0.73, 46
> S=c1[nH]nc(-c2cccnc2)n1/N=C/c1cccs1
    0.88, 2, -9
> CCc1[nH]c(=O)c(C#N)c2c1CSC(C)(C)C2
    0.44, 0.42, -260
> COc1cc(C(=O)NCc2ccc3c(c2)cc(C)n3C)cc(OC)c1OC
    nt, nt, -27
> Cc1onc(-c2ccccc2Cl)c1C(=O)N1CC(C)OC(C)C1 (stereo not given)
    0.54, 1.2, 55
> O=C(COC(=O)c1ccccc1)NCc1ccco1
    -0.5, -0.42, 15
> O=C(COC(=O)c1cnccn1)c1ccccc1
    0.76, 0.44, -50
> COc1ccc(S(=O)(=O)N[C@@H](CC(C)C)C(=O)O)cc1
    -0.11, -0.61, nt
> O=C(NCCc1ccccc1)C1CCCN(C(=O)NC2CCCCC2)C1 (stereo not given)
    0.58, 0.29, nt
> COc1cc(C(=O)Nc2ccc3c(c2)N(C(=O)CCN(C)C)c2ccccc2CC3)cc(OC)c1OC
    nt, nt, -37
> COc1ccc(-c2nc(C#N)c(NCC3CCCO3)o2)cc1 (stereo not given)
    -0.24, -0.8, -50
> O=C(NCc1ccc(F)cc1)C1CCCN(S(=O)(=O)c2cccc3nsnc23)C1 (stereo not given)
    0.25, -0.04, -7
> CCCCNC(=S)N(Cc1c(C)noc1C)c1ccccc1
    0.6, 0.79, 6
> Cc1cc(C(=O)Nc2c(C)cccc2C)n(-c2ccccc2)n1
    0.84, 1, nt
> COc1ccc(CN2C(=O)C(O)(CC(=O)c3c(C)n[nH]c3C)c3ccccc32)cc1OC (stereo not given)
    0.78, -0.23, 3

Screening data deposited in PubChem by several laboratories.
